Bioassay records as filed in PubChem.
ERAP1 inh: ERAP1 (human) enzyme inhibition; recombinant ERAP1, Leu-AMC fluorescence, 60 min; inhibition, % at 10.7 µM; 340,000 tested, 0.15% active; AID 652197;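 active = mean replicate inhibition of at least 30%, or all replicates individually reaching that 30% level; inactive = mean below 30% and not every replicate reaching it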;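 also: 0% = neutral control wells and 100% = L-leucinethiol positive control wells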
RAD54 branch: RAD54 (human) branch migration inhibition; AID 602329; Q92698; inhibition, % at 10.4 µM; RAD54 Holliday junction branch migration, FAM/BHQ fluorescence; 360,000 tested, 0.14% active;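 active = mean normalized replicate activity at least 40 and at least half of replicates scoring 40 or more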;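 also: 0% = median of neutral control wells and 100% = median of positive control wells; inhibitors cause a drop in the FAM fluorescence signal; in these data hits start at about 50%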
RAD52 anneal inh: inhibitors of human RAD52 DNA annealing; recombinant RAD52 DNA annealing, FRET fluorescence; inhibition, % at 18.7 µM; 360,000 tested, 0.46% active; AID 651710;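 active = every replicate showing at least 50% inhibition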
Target sequence (P43351 whole entry, looked up): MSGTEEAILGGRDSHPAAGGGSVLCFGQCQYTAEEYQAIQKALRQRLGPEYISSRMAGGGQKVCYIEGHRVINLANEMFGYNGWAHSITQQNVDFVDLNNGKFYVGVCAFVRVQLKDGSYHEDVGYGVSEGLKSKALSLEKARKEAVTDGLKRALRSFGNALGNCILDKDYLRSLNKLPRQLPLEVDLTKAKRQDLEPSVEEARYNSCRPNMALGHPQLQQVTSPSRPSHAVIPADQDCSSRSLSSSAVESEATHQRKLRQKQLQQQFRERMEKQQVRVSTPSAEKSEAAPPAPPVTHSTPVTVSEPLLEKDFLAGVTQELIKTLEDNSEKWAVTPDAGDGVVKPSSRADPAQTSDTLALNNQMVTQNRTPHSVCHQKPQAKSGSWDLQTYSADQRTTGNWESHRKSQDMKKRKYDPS
XiGFP reactiv: X-chromosome reactivation activator | activation, % at 7.58 µM | XiGFP mouse fibroblasts, % GFP-positive cells imaging, 3 d; cells co-treated with 5-aza-dC sensitizer; scaled so ellipticine positive control = 100% | AID 743238 | 360,000 tested, 0.055% active;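 active = mean normalized replicate activation at least 10% and every replicate at or above 10%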;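 also: 0% = median of on-plate neutral control wells and 100% = ellipticine 6 µM median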
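Material: XiGFP fibroblasts, SV40-immortalized; Buffer or medium: DMEM containing 5-aza-dC; Compound dosing: single point; Times: 3 days compound exposure.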
esBAF inh: inhibitors of esBAF chromatin remodeling in mouse ES cells; reporter increase, % at 12.5 µM; Bmi1-luciferase knock-in reporter, 24 h; 100% = twice the neutral-well signal; AID 602393; 350,000 tested, 2% active; in the data active = activation above about 40%;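 also: 0% = median of the plate's neutral control wells and 100% = double that signal; a rise in the Bmi1 reporter signal indicates esBAF inhibition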
ARNT-TACC3 inh: ARNT/TACC3 interaction disruption; Q9Y6A5; inhibition, % at 9.99 µM; AlphaScreen His-ARNT PAS-B/GST-TACC3 binding, luminescence; TACC3 fragment carries E629A point mutation; 390,000 tested, 0.66% active;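 active = mean inhibition of replicates at least 50% and at least half of replicates each reaching 50%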;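 also: 0% = complete ARNT plus TACC3 wells and 100% = ARNT alone without TACC3; many hits fall short of the cut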
GSIS activator: primary screen for activators of insulin secretion dependent on glucose, INS-1E cells, GLuc reporter luminescence; activation, % at 16.6 µM; INS-1E GLuc reporter insulin secretion, 2-3 h; 370,000 tested, 0.61% active;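 active = lowest replicate activation of at least 40%, so every replicate reaches that level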;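 also: 0% = median of neutral control wells and 100% = median of IBMX positive control wells; some compounds called inactive have numbers as strong as hits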
F508del corr: CFTR F508del correction in bronchial cells. CFBE cells, YFP halide quenching; stimulated with forskolin plus potentiator P3; % fluorescence drop versus neutral controls. activity (quench increase), % at 7.58 µM. 350,000 tested, 0.36% active. AID 720511;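 active = mean added fluorescence quench of at least 8% versus neutral control, with both replicates also reaching 8%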;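 also: cells transiently co-express mutant CFTR-F508del with the halide-sensitive YFP; corrector assay measuring rescue of mutant channel to the surface after 24 h compound exposure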
* marks the source's active call; other numbers are inactive results; x = no result given; & = joins results of further samples. Compounds were not picked by outcome. About 3.3% of those tested had a hit in this group.

smiles | ERAP1 inh | RAD54 branch | RAD52 anneal inh | XiGFP reactiv | esBAF inh | ARNT-TACC3 inh | GSIS activator | F508del corr
c1ccc(C(c2ccccn2)c2ccccn2)cc1 | 1 | x | -27 | 0.1 | x | -8 | 4 | x
O=C(CC1C[C@H](C(=O)N2CCOCC2)[C@@]2(CCC3CCCC3)c3[nH]c4ccccc4c3CCN2C1=O)NCCC1=CCCCC1 (stereo not given in full) | x | -16 | -8 | -0.1 | 0 | -6 | 6 | 1.9
O=C(C[C@@H]1CC[C@@H](NC(=O)c2ccccc2)[C@H](CO)O1)Nc1ccc(-c2ccccc2)cc1 | 0 | -12 | -1 | 0.1 | 24 | 54* | 18 | -0.8
CCOC(=O)Cn1c(=O)oc2cc(S(=O)(=O)N3CCc4ccccc43)ccc21 | -3 | -5 | -18 | 0.3 | 2 | -6 | -16 | -1.0
CCN(CC)S(=O)(=O)c1ccc(OC)c(NC(=O)CC2CCCC2)c1 | 3 | -2 | -13 | 0.1 | -2 | 0 | -18 | -1.1
O=C(N[C@H]1CC[C@H](CCNC(=O)c2ccccc2F)O[C@H]1CO)c1ccc2c(c1)OCO2 | -2 | 8 | -6 | -0.6 | -2 | 12 | -3 | 2.9
Cc1noc(C)c1NC(=O)N(C)C[C@@H]1Oc2ncc(C#CC3CC3)cc2C(=O)N([C@H](C)CO)C[C@H]1C | 2 | 4 | 7 | -0.2 | 36 | -7 | 1 | -1.3
COc1ccc([Si](C)(C)[C@@H]2[C@@H](CC(=O)N(CCO)Cc3ccccc3)O[C@]3(C(=O)N(C)c4ccccc43)[C@H]2C)cc1 | 2 | 4 | 12 | x | x | 0 | x | 4.6
CCCC(O)C#Cc1cnc2c(c1)C(=O)N([C@H](C)CO)C[C@H](C)[C@H](CN(C)Cc1cccc(C)c1)O2 (stereo not given in full) | 1 | 8 | 4 | -0.5 | 1 | -2 | 2 | 0.8
Cc1cc(C)nc(NC(=O)c2c(Cl)cccc2Cl)n1 | 3 | 7 | -4 | -0.1 | x | 3 | 30 | 4.2
c1ccc(COc2ccc3nocc3c2)cc1 | 0 | -9 | -3 | 0.1 | 104* | 0 | x | -4.1
COc1ccc(NC(=O)N2CC(=O)N3[C@@H](CO)[C@H](c4ccc(Br)cc4)[C@@H]3C2)cc1 | -1 | x | -1 | 0.0 | x | x | -9 | -0.9
C[C@H](CO)N1C[C@H](C)[C@@H](CN(C)C(=O)Nc2ccccc2)Oc2ccc(NC(=O)C3CC3)cc2C1=O | 2&-4 | -2&2 | -3&-4 | 0.0&0.4 | -1&2 | -5&-11 | 19&-7 | -1.0&3.2
Cc1cc(C)c(C)c(S(=O)(=O)N2CCC(C(=O)NNC(=O)c3ccccc3O)CC2)c1C | -1 | 1 | -11 | 0.0 | -16 | 10 | -26 | 1.1
N#CC1c2ccccc2-c2ccccc2N1C(=O)c1ccccc1 (stereo not given) | 4 | 4 | -8 | 1.4 | -14 | x | 21 | 11*
COc1ccccc1CN1CCN(S(=O)(=O)c2ccc(C)cc2)CC1 | 9 | x | -14 | 0.0 | x | 8 | 17 | -0.5
CCOC(=O)C1=C(C)N(CCCC(=O)O)C(=O)NC1c1ccc(Cl)cc1 (stereo not given) | 2 | -2 | 5 | 0.0 | 3 | -4 | 4 | -1.5
O=C(O)/C=C/C(=O)Nc1ccc(O)cc1 | 7 | -35 | -90 | 0.0 | -10 | 54* | 24 | -0.7
CCCC#Cc1ccc2c(c1)O[C@@H](CN(C)S(=O)(=O)c1cccc(OC)c1)[C@@H](C)CN([C@@H](C)CO)S2(=O)=O | -4 | 7 | -3 | 0.4 | 7 | 5 | -15 | 4.2
Cc1ccsc1C(=O)NCCC(c1ccccc1)c1ccccc1 | -3 | x | -1 | -0.1 | x | -3 | 0 | x
CS(=O)(=O)c1ccc([C@@H](O)[C@@H](CO)NC(=O)C(Cl)Cl)cc1 | -2 | -5 | -7 | 0.0 | -3 | -4 | x | 2.3
O=C1Nc2ccccc2Nc2ccccc21 | 2 | 1 | 2 | -0.1 | 11 | -2 | 3 | 0.6
O=C(c1ccccc1)c1ccc(Cn2cc(-c3ccccc3)nn2)cc1 | 2 | -1 | -10 | -0.1 | 15 | -3 | -52 | -4.7
CC(C)Oc1ccc(S(=O)(=O)N2CCOCC2)cc1NC(=O)C1=NN(c2ccccc2)C(=O)CC1 | 2 | 5 | -13 | 0.1 | -1 | 0 | 12 | -1.9
COc1ccc(C2=CCCC2)c(OC)c1 | 3 | x | -63 | 0.0 | x | 1 | 5 | -2.9
CN1C(=O)c2cc(NS(=O)(=O)c3cccc(F)c3)ccc2OC[C@@H]2O[C@H](CC(=O)N3CCc4ccccc4C3)CC[C@@H]21 | x | 1 | 13 | 0.0 | 8 | 4 | -6 | 3.7
Cn1cccc1/C=N/NC(=O)Cc1cccs1 | -4 | 3 | -1 | 0.0 | x | x | x | 0.9
C[C@@H]1CN([C@H](C)CO)S(=O)(=O)c2ccc(-c3ccc(C(=O)N(C)C)cc3)cc2O[C@H]1CN(C)C(=O)Nc1ccccc1F | 3 | 4 | 2 | -1.9 | 9 | -2 | 16 | 0.2
COc1ccccc1CNC(=O)CS(=O)(=O)c1ccc(C)cc1 | 1 | 0 | -21 | 0.0 | x | x | 10 | 1.0
CC(=O)Cc1nsc(NC(=O)c2ccc(Cl)cc2Cl)n1 | 3 | x | -12 | 0.0 | x | -4 | -9 | 0.9
C/C(=N\O)c1oc2ccc3c(C)cc(=O)oc3c2c1C | 5 | x | -6 | 0.0 | x | x | 5 | -5.6
O=C1NC(NS(=O)(=O)c2ccc(Cl)cc2)(C(F)(F)F)C(=O)N1Cc1cccnc1 (stereo not given) | x | -2 | x | 0.2 | x | -12 | 13 | x
CCC(=O)Nc1ccc2c(c1)OC[C@@H](C)N(C(=O)NC(C)C)C[C@H](C)[C@H](OC)CN(C)C2=O | 0 | 2 | -2 | 0.0 | 1 | 2 | 2 | -0.5
CCCn1c(CCC(=O)O)nc2cc(S(N)(=O)=O)ccc21 | x | x | 10 | 0.0 | x | -4 | 0 | -3.2
Cc1ccc(S(=O)(=O)N2CCC(=O)N([C@H](COCc3ccccc3)Cc3ccccc3)CC2)cc1 | x | x | -13 | -0.1 | x | x | 6 | 2.4
CNC[C@H]1OCCCC[C@@H](C)Oc2ccc(NC(=O)Nc3ccc(OC)cc3)cc2C(=O)N([C@@H](C)CO)C[C@@H]1C | -1 | -8 | -136 | 0.0 | -3 | 0 | 2 | -1.9
CC(=O)N1[C@@H]2Cn3c(ccc(/C=C/c4ccccc4)c3=O)[C@H]1[C@@H](C(=O)N1CCOCC1)[C@@H]2CO | 3 | x | 5 | -0.1 | x | x | -3 | 0.7
O=C(C[C@@H]1C=C[C@H](NC(=O)c2ccncc2)[C@@H](CO)O1)Nc1ccc(-c2ccccc2)cc1 | -1 | 1 | -6 | 0.4 | 1 | 9 | -8 | 1.3
COc1ccc(CN(C)C[C@@H]2Oc3ccc(NC(=O)CCCCCC(=O)Nc4ccccc4N)cc3CC(=O)N([C@@H](C)CO)C[C@@H]2C)cc1 | -1 | x | -21 | -1.0 | x | x | 3 | 0.0
O=C(C[C@@H]1C=C[C@@H](NC(=O)c2ccc3c(c2)OCO3)[C@@H](CO)O1)NC1Cc2ccccc2C1 | -1 | -1 | 7 | 0.4 | 2 | -2 | -2 | 2.7
Cc1onc(-c2c(Cl)cccc2Cl)c1NC(=O)NN(C)c1ccc([N+](=O)[O-])cn1 | x | -12 | -6 | 0.0 | 1 | -4 | 6 | 0.2
COc1ccc(-c2nc(CS(=O)CC(=O)N3CCOCC3)c(C)o2)cc1OC (stereo not given) | 6 | -5 | 4 | 0.1 | -3 | -2 | 4 | 0.2
O=C(Nc1cccnc1)c1cc(-c2cccc(Cl)c2)on1 | -1 | -1 | -20 | 0.2 | 0 | -8 | -16 | 0.6
COc1ccc(NC(=O)C(=O)N/N=C(\C)CC(=O)Nc2cc(C)ccn2)c(OC)c1 | 8 | x | -17 | 0.2 | 8 | 6 | 29 | -1.0
Cc1ccccc1CN1CCN(CC2CC2)CC1CCO (stereo not given) | -2 | -4 | -7 | 0.0 | 12 | 33 | x | 1.9
Cc1cccc(NC(=O)c2ccc3c(c2)C(=O)N(Cc2cccnc2)C3=O)c1C | 2 | 3 | -8 | 0.2 | -3 | -2 | 4 | 0.9
COc1ccccc1C(=O)NCC(=O)Nc1ccc2c(c1)OCO2 | 8 | -16 | -19 | 0.1 | 12 | 0 | 0 | -3.3
CNC(=O)NC(=O)COC(=O)c1ccccc1OCc1ccccc1 | -7 | -2 | -17 | 0.1 | -1 | 2 | 21 | 1.0
Cc1cccc(N2CCN(C(=O)CCCn3c(=O)c4cccn4c4cccnc43)CC2)c1C | -1 | 1 | -36 | 0.0 | -9 | -6 | -52 | -2.2
CC(C)CCN(C(=S)NC(=O)C1CCCCC1)c1c(N)n(Cc2ccccc2)c(=O)[nH]c1=O | 0 | x | 8 | 0.4 | x | -5 | -9 | 2.4
C[C@@H]1CN([C@H](C)CO)C(=O)c2c(c3ccccc3n2C)-c2ccccc2CO[C@@H]1CN(C)S(=O)(=O)c1cccc(F)c1 | 1 | -26 | 4 | -0.1 | 5 | 4 | -31 | 3.6
C/C(=N\NC(=O)CN1CCN(S(=O)(=O)c2ccc(C)cc2)CC1)c1ccc(O)cc1 | x | -6 | -8 | 2.0 | -8 | -2 | 2 | -2.5
CC(Sc1nc(-c2ccccc2)cc(C(F)(F)F)n1)C(=O)O (stereo not given) | -4 | x | -20 | 0.0 | x | x | 4 | -0.4
CC(=O)NC(CC(=O)N(Cc1ccccc1)c1cccc(C)c1)c1ccccc1 (stereo not given) | -4 | -3 | -13 | 0.4 | -7 | -10 | -30 | 1.7
CC(=O)c1ccccc1OCCOCCOCCOc1ccccc1C(C)=O | -1 | -1 | -7 | 0.4 | 0 | -4 | 22 | 1.1
CC(C)(C)NC(=S)NNC(=O)c1ccc2ncccc2c1 | -1 | -3 | -4 | 0.2 | 57* | 5 | 12 | 0.9

2 compounds drawn at random from the list so far:
smiles | ERAP1 inh | RAD54 branch | RAD52 anneal inh | XiGFP reactiv | esBAF inh | ARNT-TACC3 inh | GSIS activator | F508del corr
CC(C)(C)NC(=S)NNC(=O)c1ccc2ncccc2c1 | -1 | -3 | -4 | 0.2 | 57* | 5 | 12 | 0.9
C[C@@H]1CN([C@H](C)CO)C(=O)c2c(c3ccccc3n2C)-c2ccccc2CO[C@@H]1CN(C)S(=O)(=O)c1cccc(F)c1 | 1 | -26 | 4 | -0.1 | 5 | 4 | -31 | 3.6

Following part.
smiles | ERAP1 inh | RAD54 branch | RAD52 anneal inh | XiGFP reactiv | esBAF inh | ARNT-TACC3 inh | GSIS activator | F508del corr
COc1cccc(CNC(=O)Cn2cc3c(n2)CCCC3)c1 | -3 | 0 | -12 | 0.2 | -1 | 2 | 8 | -1.8
COC(=O)[C@]1(C)N[C@H](CN(C)S(=O)(=O)c2ccc(C)cc2)[C@@H]2C(=O)N(C)C(=O)[C@@H]21 | -1 | -27 | -12 | 0.3 | -2 | -16 | x | 2.3
C=CCn1cccc(C(=O)Nc2cc(OC)cc(OC)c2)c1=O | -1 | 3 | -12 | 0.0 | 29 | -9 | 2 | -2.9
CCOC(=O)C1CCCN(S(=O)(=O)c2c(C(=O)N3CCCCC3)c(C)n(C)c2C)C1 (stereo not given) | -4 | -3 | -8 | 0.3 | 2 | -3 | 14 | -1.5
Nc1c(-c2ccccc2)cnc2cc(-c3ccccc3)nn12 | -1 | x | -13 | 0.0 | x | -29 | 6 | -1.6
